# Compound activity: PubChem BioAssay, Broad Institute
# ERp5 block = ERp5 (human) disulfide isomerase inhibition | Q15084 | ERp5 insulin aggregation, absorbance 650 nm, 90 min | inhibition, % at 9.99 µM | hit rate 0.05% among 350,000 | AID 651711;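 active = mean replicate inhibition above about 25%, with every replicate also reaching it, limit read from the data, passing the limit was not always enough; inconclusive = only one of those two criteria met; inactive = neither criterion met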
# PglD DTNB = PglD (C. jejuni) enzyme inhibition; hit rate 0.098% among 360,000; purified PglD enzyme, DTNB colorimetric CoA detection; inhibition, % at 12.5 µM; in the data active = inhibition above about 16%, passing the limit was not always enough; inconclusive = no clear call, values can overlap the other calls; note: strong numbers were not always called active
# SIRT5 block = blocks human SIRT5 desuccinylation of peptide; Q9NXA8; Purified SirT5, succinyl-peptide AMC, trypsin-coupled fluorescence; inhibition, % at 15 µM; hit rate 1.1% among 330,000; in the data active = inhibition above about 15%; inconclusive = no clear call, values can overlap the other calls
# Target sequence (Q9NXA8 whole entry, looked up): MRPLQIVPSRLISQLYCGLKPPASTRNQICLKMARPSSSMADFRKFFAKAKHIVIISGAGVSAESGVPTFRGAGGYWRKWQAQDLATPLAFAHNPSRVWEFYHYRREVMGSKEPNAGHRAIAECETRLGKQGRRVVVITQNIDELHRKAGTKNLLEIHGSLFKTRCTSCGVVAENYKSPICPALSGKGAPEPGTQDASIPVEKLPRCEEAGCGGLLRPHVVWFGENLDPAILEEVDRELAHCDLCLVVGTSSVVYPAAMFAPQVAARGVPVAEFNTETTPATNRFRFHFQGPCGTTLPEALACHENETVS
# DENV2 CPE rescue = protects cells from dengue virus 2 cytopathic effect. hit rate 1.7% among 350,000. CPE inhibition, % at 9.99 µM. DENV2-infected cells, cytopathic effect rescue, plate reader. AID 651640; in the data active = CPE inhibition above about 20%, passing the limit was not always enough; inconclusive = no clear call, values can overlap the other calls; tested in BHK-21 cells;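 note: 0% = median of neutral control wells and 100% = median of positive control wells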
# E-selectin induc = E-selectin induction on HUVECs; HUVEC E-selectin immunofluorescence imaging; normalized: neutral wells 0, TNF-alpha wells 100; activation, % at 7.58 µM; hit rate 0.37% among 260,000; P16581; AID 686992;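 active = mean E-selectin-positive cell signal at least 10% of the positive control, reached in at least 60% of replicates, without over 20% cell loss; inconclusive = no rule given, readout overlaps actives, possibly toxicity-flagged; inactive = the rest, including those meeting only one limit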;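 note: in these data hits start at about 27%; measured in HUVEC primary endothelial cells; signal is the percent of cells scored E-selectin positive by PE staining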
# Target sequence (P16581 whole entry, looked up): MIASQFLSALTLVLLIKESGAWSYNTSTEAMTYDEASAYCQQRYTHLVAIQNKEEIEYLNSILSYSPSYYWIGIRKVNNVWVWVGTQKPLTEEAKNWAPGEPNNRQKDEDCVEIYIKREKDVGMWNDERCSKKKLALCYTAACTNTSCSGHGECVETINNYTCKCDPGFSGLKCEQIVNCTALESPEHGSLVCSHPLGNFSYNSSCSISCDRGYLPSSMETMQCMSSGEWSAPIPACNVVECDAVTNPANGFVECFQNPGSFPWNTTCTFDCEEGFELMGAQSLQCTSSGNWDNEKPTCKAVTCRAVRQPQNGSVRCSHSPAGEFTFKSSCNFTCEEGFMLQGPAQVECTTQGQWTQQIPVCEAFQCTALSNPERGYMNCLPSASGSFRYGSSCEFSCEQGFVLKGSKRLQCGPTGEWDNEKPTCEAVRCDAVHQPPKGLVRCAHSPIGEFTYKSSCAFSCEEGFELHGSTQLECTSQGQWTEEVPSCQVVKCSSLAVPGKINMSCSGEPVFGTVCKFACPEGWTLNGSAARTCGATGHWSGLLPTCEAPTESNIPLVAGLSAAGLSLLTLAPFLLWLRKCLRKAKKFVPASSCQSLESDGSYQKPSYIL
#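 assay system = HUVEC, human umbilical vein endothelial cells | input = 3,000 HUVEC seeded per well | medium = EGM-2 growth medium on 0.1% gelatin-coated wells | dosing = one compound dose added by pin transfer | signal = immunofluorescence imaging | read-out basis = % PE-positive cells | control set = TNF-alpha, DMSO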
# S100A4 inh HTS = blocks human S100A4 binding to myosin IIA peptide; P26447; S100A4/TAMRA-MyoIIA peptide fluorescence polarization; AID 652163; hit rate 0.14% among 360,000; inhibition, % at 10.7 µM;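 active = mean inhibition of at least 70% across replicates, with every replicate also reaching that level; inconclusive = mean inhibition reaches 70% but some replicates fall short; inactive = mean inhibition below 70%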
# Target sequence (P26447 whole entry, looked up): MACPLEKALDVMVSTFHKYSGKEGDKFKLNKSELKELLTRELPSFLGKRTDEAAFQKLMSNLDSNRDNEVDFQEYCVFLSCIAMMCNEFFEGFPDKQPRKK
#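 Material: S100A4 monomer (human). Medium: Calcium-containing HEPES buffer, pH 7.2. Probe or stimulus: labelled myosin peptide probe, 5 nM. Compound dosing: one concentration per compound. Timing: polarization read 5 min after assay mix addition, stable 5–60 min. Benchmarks: DMSO as neutral control, TFP as positive control.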
# Statin myotox sup = suppressors of simvastatin-induced myotoxicity in C2C12 myotubes. ATP luminescence, 48 h; scaled: DMSO 0, geranylgeraniol control 100. rescue of ATP level, % at 7.49 µM. hit rate 0.78% among 330,000. AID 602340;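 active = mean ATP rescue above about 67%, or every replicate alone reaching that limit, limit read from the data, passing the limit was not always enough; inconclusive = no clear call, values can overlap the other calls; inactive = mean under the limit and some replicate under it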;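 note: myotubes were challenged with 10 µM simvastatin during compound exposure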
# * = called active by the depositor; ? = inconclusive; nt = not tested or not shown; & = joins results of further samples. A portion of the library (hit frequency here may not be typical).
SMILES,ERp5 block,PglD DTNB,SIRT5 block,DENV2 CPE rescue,E-selectin induc,S100A4 inh HTS,Statin myotox sup
O=C(C[C@@H]1CC[C@@H]2[C@H](COC[C@H](O)CN2C(=O)C2CC2)O1)NCc1ccccc1Cl,1,-1,1,7,-0.1,7,-6
CC(=O)Nc1cnc(-c2ccc(O)cc2C)cn1,3,-1,2,-6,-0.1,-3,-8
CC(C)[C@H](NC(=O)N1CC(=O)Nc2ccccc21)C(=O)N[C@H](C(=O)O)c1ccccc1,6,0,-3,-6,nt,0,-7
Cc1csc(NC(=O)/C=C/c2ccc3c(c2)OCO3)n1,0,nt,-1,-2,nt,7,nt
COc1ccccc1N1CCN(C(=O)C2CC2)CC1,-12,-1,-7,?,nt,-2,nt
Cc1ccc(S(=O)(=O)N(C)C)cc1NC(=O)COc1ccc(-c2nnco2)cc1,1,2,-1,12,0.3,-2,-8
Cc1ccc(C)c(S(=O)(=O)N2CCN(C(=O)Cn3cnc4c3c(=O)n(C)c(=O)n4C)CC2)c1,-20,2,-1,-9,-0.4,-1,16
O=C(NCCCN1CCOCC1)/C(=C/c1ccc(-c2cccc([N+](=O)[O-])c2)o1)NC(=O)c1ccccc1,-2,-4,nt,4,-0.2,-3,-14
Cc1ccc(Nc2nc(CSc3nnc(-c4ccncc4)n3-c3ccccc3C)cs2)cc1,-1,nt,-2,8,nt,0,nt
CN1CCN(S(=O)(=O)c2ccc(Oc3ccc(Br)cc3F)nc2)CC1,7,2,1,10,4.1,1,3
Cc1cccnc1C1=NOC(Cc2ccccc2)C(=O)N1Cc1ccccc1F (configuration not stated),-6,4,nt,-9,nt,-10,13
O=C(CN1CCCCCC1)Nc1ccc([N+](=O)[O-])cc1Br,1,-4,-4,0,-0.2,-4,12
Cc1c(/C=N/NC(N)=O)c2ccccn2c1C(=O)c1ccncc1,-7,-6,1,-1,9.4,-1,-4
Cc1ccc(NC2Nc3cc(C)nn3S2)c(C)c1 (configuration not stated),2,nt,1,-6,-1.9,15,nt
C[C@H](CO)N1C[C@H](C)[C@@H](CN(C)S(=O)(=O)c2cccs2)Oc2c(NS(C)(=O)=O)cccc2C1=O,-4,8,4,-1,nt,4,-14
CCOc1ccc(C(C)NC(=S)NCc2ccc(Cl)cc2)cc1 (configuration not stated),-4,nt,-4,7,nt,1,nt
CCn1c(=O)c2sccc2n2c(CCCC(=O)NCc3cccnc3)nnc12,-5,0,-4,-1,nt,1,-4
Cc1nn(-c2ccccc2)c(C)c1C(=O)OCC(=O)Nc1ccc(C(N)=O)cc1,4,-2,-3,0,-0.5,-2,-8
Cc1ccc(S(=O)(=O)Nc2ccc3c(c2)C(=O)N([C@H](C)CO)C[C@@H](C)[C@H](CN(C)S(=O)(=O)c2ccc(F)cc2)OCCCC[C@H](C)O3)cc1,5,nt,10,-13,-0.4,-19,nt
O=S(=O)(NC1C2CC3CC(C2)CC1C3)c1ccccc1 (configuration not stated),-10,6,2,1,nt,-2,16
O=C(Nc1ccccc1)c1cccc(S(=O)(=O)Oc2ccc([N+](=O)[O-])cc2)c1,4,nt,-2,nt,nt,-3,nt
CN1[C@@H](CC(=O)c2ccccc2)CCC[C@H]1C[C@H](O)c1ccccc1,-3,0,-1,-2,-0.1,-2,-21
COc1ccc(CN(C)C[C@@H]2Oc3c(NC(=O)Nc4c(C)noc4C)cccc3C(=O)N([C@H](C)CO)C[C@@H]2C)cc1,1,2,-1,3,1.1,1,-16
CC(OC(=O)CCNS(=O)(=O)c1cccs1)C(=O)Nc1ccc(S(N)(=O)=O)cc1 (configuration not stated),nt,0,0,-2,3.4,-3,12
COc1ccc(CN(C)CC(=O)Nc2ccccc2C(=O)NC2CC2)cc1OC,-1,3,-2,-7,nt,1,9
CCOC(=O)CSc1ccc(S(=O)(=O)N(C)C2CCCCC2)cc1[N+](=O)[O-],-2,0,-1,1,nt,-3,-6
CCCCCn1c(N)c(-c2nc3ccccc3o2)c2c([N+](=O)[O-])nn(CC)c(=O)c21,-9,nt,-4,8,nt,1,nt
COc1cc(OC)nc(C(NC(=O)C2CCN(Cc3ccc(Oc4ccccc4)cc3)CC2)c2ccc(F)cc2)n1 (configuration not stated),4,-7,-7,-1,-0.2,-6,-89
O=C(Nc1ccccc1[N+](=O)[O-])C1(c2ccccc2)CCOCC1,0,2,-1,6,1.9,3,3
CC(=O)c1csc(CS(=O)(=O)c2ccccn2)n1,-6,nt,0,-4,nt,-3,-3
C[C@@H]1CN([C@H](C)CO)C(=O)c2cc(-c3cccc(C(=O)N(C)C)c3)cnc2O[C@@H]1CN(C)C(=O)Cc1ccccn1,-4,-3,11,-1,0.0,2,nt
COCC#Cc1ccc2c(c1)O[C@@H](CN(C)S(=O)(=O)c1ccc(C)cc1)[C@@H](C)CN([C@@H](C)CO)S2(=O)=O,-6,4,9,-14,0.3,11,-29
CCN1[C@@H]2Cn3c(ccc(-c4ccccc4OC)c3=O)[C@H]1[C@@H](C(=O)N1CCOCC1)[C@@H]2CO,1,0,0,-3,-1.6,-1,-4
C[C@@H]1CN([C@@H](C)CO)C(=O)c2cc(NC(=O)Nc3ccc4c(c3)OCO4)ccc2O[C@@H](C)CCCCO[C@H]1CN(C)C(=O)c1ccccc1,3,0,1,9,0.2,-4,nt
CCc1nnc(NC(=O)CC(CN(C)S(=O)(=O)c2ccccc2)c2ccccc2)s1 (configuration not stated),-5,5,-3,11,0.6,3,21
CC(C)(C)N(Cc1ccccc1)C(=O)CSc1nc2ccccc2c(=O)[nH]1,-5,9,-4,5,nt,-1,-18
C[C@H](CO)N1C[C@H](C)[C@H](CN(C)S(=O)(=O)c2ccccc2)Oc2ccc(NC(=O)NC3CCCCC3)cc2CC1=O,-2&1,3&-5,1&-2,-9,-0.1&0.6,8&1,2&-1
C=CCn1c(O)c(N=NC(=O)CNC(=O)/C=C/c2ccc(OC)cc2)c2ccccc21,2,9,1,2,0.3,1,nt
NC(N)=NC1=NC(=O)C(Cc2ccccc2Cl)S1 (configuration not stated),-3,nt,0,4,-0.1,-2,nt
CCC(=O)N1C[C@H](C)[C@H](OC)CN(C)C(=O)c2ccc(NC(=O)Nc3cccc(F)c3)cc2OC[C@H]1C,-2,-5,5,-9,-0.1,-6,1
CC(CCc1ccccc1)NC(=O)COc1ccc(S(=O)(=O)N2CCOCC2)cc1[N+](=O)[O-] (configuration not stated),3,0,nt,-15,nt,9,36
COc1ccc(C)cc1NC(=O)CNC(c1ccccc1)c1ccccc1,0,-1,-3,4,nt,0,2
O=C(NCCc1ccccc1)c1ccc(-c2ccccc2C(F)(F)F)o1,-3,nt,nt,-6,-0.1,14,nt
Cc1ccc(S(=O)(=O)N(C)C[C@H]2OCCCC[C@@H](C)Oc3ccc(NC(=O)Nc4ccc5c(c4)OCO5)cc3C(=O)N([C@@H](C)CO)C[C@@H]2C)cc1,2,-9,7,15,nt,-3,nt
CCN(C)C1CN(Cc2cn(Cc3cc(C)cc(C)c3)nn2)S(=O)(=O)C1 (configuration not stated),-10,nt,0,-4,0.2,-1,nt
CN(C)C(=O)C[C@@H]1CC[C@@H]2[C@H](COc3ccc(NC(=O)C4CCC4)cc3C(=O)N2C)O1,12,nt,1,2,0.1,20,nt
NNc1nc(-c2ccccc2)cc(-c2ccccc2O)n1,8,-4,-7,19,nt,-4,29
C[C@@H]1CCC(=O)N(CC[C@H](Sc2ccccc2)c2ccccc2)CC1,2,2,1,-10,nt,5,8

# Some entries already given, reduced to ERp5 block and PglD DTNB:
mol	ERp5 block	PglD DTNB
CC(CCc1ccccc1)NC(=O)COc1ccc(S(=O)(=O)N2CCOCC2)cc1[N+](=O)[O-] (configuration not stated)	3	0
COc1ccc(C)cc1NC(=O)CNC(c1ccccc1)c1ccccc1	0	-1
O=C(NCCc1ccccc1)c1ccc(-c2ccccc2C(F)(F)F)o1	-3	nt

# (listing goes on)
SMILES,ERp5 block,PglD DTNB,SIRT5 block,DENV2 CPE rescue,E-selectin induc,S100A4 inh HTS,Statin myotox sup
O=C(N/C(=C/c1ccc(Cl)cc1)C(=O)N1CCCC1)c1ccccc1,-2,7,-4,1,-0.2,-8,11
COc1ccccc1S(=O)(=O)N[C@@H]1C=C[C@H](CC(=O)N2CCOCC2)O[C@H]1CO,-4,8,-4,-3,0.0,8,0
CCOC(=O)C(CCc1ccccn1)c1ccccc1 (configuration not stated),3,-7,nt,6,0.4,-3,1
Cc1ccc(NC(=O)CSc2nc3ccccc3c(=O)[nH]2)cc1[N+](=O)[O-],1,4,-2,-8,1.0,-3,4
CCOC(=O)[C@@H]1CSCCS(=O)(=O)N1Cc1ccc(C(F)(F)F)cc1,-4,nt,-1,-2,nt,-5,nt
COc1ccc(CC(=O)N/N=C(\C)CC(=O)Nc2ccc(N(C)C)cc2)cc1,0,5,nt,16,-0.2,-4,10
O=C(COC(=O)c1ccccc1Cl)NCCC1=CCCCC1,?,nt,0,-1,0.4,0,nt
CC(=O)N1[C@@H](CO)[C@@H](c2ccc(C3=CCCC3)cc2)[C@@H]1CNC(=O)CN(C)C,nt,1,nt,8,0.2,nt,-14
O=C(NCCN1CCCCC1)[C@@H]1[C@@H](CO)[C@@H]2Cn3c(cccc3=O)[C@@H]2N1Cc1ccccn1,8,1,-1,4,-0.1,12,-12
CC(=O)C(Cc1ccccc1)NC(=O)CN1c2cccc3cccc(c23)S1(=O)=O (configuration not stated),2,-4,-3,6,-0.3,-26,1
Cc1noc(C)c1NC(=O)N(C)C[C@H]1Oc2c(NC(=O)NC3CCCCC3)cccc2C(=O)N([C@H](C)CO)C[C@@H]1C,0,0,-5,-2,nt,-1,-19
CC(C)c1ccc(C(=O)CSc2ncn[nH]2)cc1,7,nt,-1,-3,nt,1,nt
CCOC(=O)c1c(C)noc1-c1ccc(Br)o1,-1,5,-3,6,18,-1,nt
CCCC(=O)Nc1ccc2c(c1)C(=O)N(C)[C@H]1CC[C@H](CC(=O)OC)O[C@@H]1CO2,0,nt,-1,-9,0.0,2,nt
COC(=O)c1cc(=O)n(Cc2ccc(F)cc2)c(=Nc2ccccc2)s1,-2,nt,-4,-2,-1.8,-1,24
c1ccc2c(c1)[nH]c1c(N3CCOCC3)ncnc12,3,-2,-6,-1,nt,3,-5
Cc1ccc(C(=O)NCCNc2ncc(C(F)(F)F)cc2Cl)cc1[N+](=O)[O-],2,4,-1,-1,0.1,-1,-15
O=C(N[C@@H]1CC[C@@H](CCn2cc(-c3ccc(F)cc3)nn2)O[C@H]1CO)c1cnccn1,-4,-1,1,?,-0.2,-4,3
O=C(NCC[C@H]1CC[C@@H](NC(=O)c2ccccc2F)[C@@H](CO)O1)c1ccc2c(c1)OCO2,1,1,1,5,0.1,3,-30
Cc1ccc(C)c(NC(=S)NNC(=O)c2csc(C)c2)c1,-8,nt,0,-1,-3.1,0,nt
COc1ccc(C(Nc2ccc(S(=O)(=O)NCC3CCCO3)cc2)C(=O)NC(C)(C)C)cc1OC (configuration not stated),7,nt,nt,3,8.1,-1,nt
COc1cccc(N(CC(=O)NC2CCCC2)C(=O)CCC(=O)Nc2cc(C)on2)c1,0,-6,-2,11,nt,1,5
CCN1CCN(P2(=O)C=C(c3ccccc3)OC(c3ccccc3)=C2)CC1,4,-2,-3,12,nt,-7,17
O=C(C[C@@H]1CC[C@@H](NC(=O)C2CCOCC2)[C@@H](CO)O1)NCC1CC1,-1,nt,-1,1,0.0,-12,nt
